BoNT-F LC inh: BoNT/F light chain protease inhibitors, primary screen, biochemical, flow cytometry, MLPCN library; AID 588497, 2011; Botulinum neurotoxin type F light chain protease (Clostridium botulinum); Multiplex microsphere protease cleavage assay; 360,000 compounds, 0.22% hits; inhibition, % at 10 µM; in the data active = inhibition above about 35%, passing the limit was not always enough; inconclusive = no clear call, values can overlap the other calls; also: plate controls were buffer without enzyme for full effect and enzyme alone for no effect
Anthrax LF prot: Bacillus anthracis LF protease inhibitors, primary screen, biochemical, multiplex microsphere, MLPCN library | inhibition, % at 10 µM | 360,000 compounds, 0.12% hits | Lethal factor (Bacillus anthracis), P15917 | multiplex microsphere protease cleavage assay; also: plate controls were buffer without enzyme for full effect and enzyme alone for no effect
FadD28 FP inh: inhibitors of FadD28 bisubstrate probe binding, primary screen, biochemical, fluorescence polarization, single point; 360,000 compounds, 0.22% hits; Mycobacterium tuberculosis FadD28 fatty-acid-AMP ligase; inhibition, % at 12.5 µM; in the data active = inhibition above about 8.5%, passing the limit was not always enough; inconclusive = no clear call, values can overlap the other calls
TcdB GH inh: TcdB glycohydrolase inhibitors, primary screen, biochemical, single point, plate reader; Toxin B (Clostridioides difficile), P18177; TcdB glycohydrolase enzymatic assay; inhibition, % at 9.99 µM; 350,000 compounds, 0.24% hits; in the data active = inhibition above about 10%
Target sequence (P18177 whole entry, looked up): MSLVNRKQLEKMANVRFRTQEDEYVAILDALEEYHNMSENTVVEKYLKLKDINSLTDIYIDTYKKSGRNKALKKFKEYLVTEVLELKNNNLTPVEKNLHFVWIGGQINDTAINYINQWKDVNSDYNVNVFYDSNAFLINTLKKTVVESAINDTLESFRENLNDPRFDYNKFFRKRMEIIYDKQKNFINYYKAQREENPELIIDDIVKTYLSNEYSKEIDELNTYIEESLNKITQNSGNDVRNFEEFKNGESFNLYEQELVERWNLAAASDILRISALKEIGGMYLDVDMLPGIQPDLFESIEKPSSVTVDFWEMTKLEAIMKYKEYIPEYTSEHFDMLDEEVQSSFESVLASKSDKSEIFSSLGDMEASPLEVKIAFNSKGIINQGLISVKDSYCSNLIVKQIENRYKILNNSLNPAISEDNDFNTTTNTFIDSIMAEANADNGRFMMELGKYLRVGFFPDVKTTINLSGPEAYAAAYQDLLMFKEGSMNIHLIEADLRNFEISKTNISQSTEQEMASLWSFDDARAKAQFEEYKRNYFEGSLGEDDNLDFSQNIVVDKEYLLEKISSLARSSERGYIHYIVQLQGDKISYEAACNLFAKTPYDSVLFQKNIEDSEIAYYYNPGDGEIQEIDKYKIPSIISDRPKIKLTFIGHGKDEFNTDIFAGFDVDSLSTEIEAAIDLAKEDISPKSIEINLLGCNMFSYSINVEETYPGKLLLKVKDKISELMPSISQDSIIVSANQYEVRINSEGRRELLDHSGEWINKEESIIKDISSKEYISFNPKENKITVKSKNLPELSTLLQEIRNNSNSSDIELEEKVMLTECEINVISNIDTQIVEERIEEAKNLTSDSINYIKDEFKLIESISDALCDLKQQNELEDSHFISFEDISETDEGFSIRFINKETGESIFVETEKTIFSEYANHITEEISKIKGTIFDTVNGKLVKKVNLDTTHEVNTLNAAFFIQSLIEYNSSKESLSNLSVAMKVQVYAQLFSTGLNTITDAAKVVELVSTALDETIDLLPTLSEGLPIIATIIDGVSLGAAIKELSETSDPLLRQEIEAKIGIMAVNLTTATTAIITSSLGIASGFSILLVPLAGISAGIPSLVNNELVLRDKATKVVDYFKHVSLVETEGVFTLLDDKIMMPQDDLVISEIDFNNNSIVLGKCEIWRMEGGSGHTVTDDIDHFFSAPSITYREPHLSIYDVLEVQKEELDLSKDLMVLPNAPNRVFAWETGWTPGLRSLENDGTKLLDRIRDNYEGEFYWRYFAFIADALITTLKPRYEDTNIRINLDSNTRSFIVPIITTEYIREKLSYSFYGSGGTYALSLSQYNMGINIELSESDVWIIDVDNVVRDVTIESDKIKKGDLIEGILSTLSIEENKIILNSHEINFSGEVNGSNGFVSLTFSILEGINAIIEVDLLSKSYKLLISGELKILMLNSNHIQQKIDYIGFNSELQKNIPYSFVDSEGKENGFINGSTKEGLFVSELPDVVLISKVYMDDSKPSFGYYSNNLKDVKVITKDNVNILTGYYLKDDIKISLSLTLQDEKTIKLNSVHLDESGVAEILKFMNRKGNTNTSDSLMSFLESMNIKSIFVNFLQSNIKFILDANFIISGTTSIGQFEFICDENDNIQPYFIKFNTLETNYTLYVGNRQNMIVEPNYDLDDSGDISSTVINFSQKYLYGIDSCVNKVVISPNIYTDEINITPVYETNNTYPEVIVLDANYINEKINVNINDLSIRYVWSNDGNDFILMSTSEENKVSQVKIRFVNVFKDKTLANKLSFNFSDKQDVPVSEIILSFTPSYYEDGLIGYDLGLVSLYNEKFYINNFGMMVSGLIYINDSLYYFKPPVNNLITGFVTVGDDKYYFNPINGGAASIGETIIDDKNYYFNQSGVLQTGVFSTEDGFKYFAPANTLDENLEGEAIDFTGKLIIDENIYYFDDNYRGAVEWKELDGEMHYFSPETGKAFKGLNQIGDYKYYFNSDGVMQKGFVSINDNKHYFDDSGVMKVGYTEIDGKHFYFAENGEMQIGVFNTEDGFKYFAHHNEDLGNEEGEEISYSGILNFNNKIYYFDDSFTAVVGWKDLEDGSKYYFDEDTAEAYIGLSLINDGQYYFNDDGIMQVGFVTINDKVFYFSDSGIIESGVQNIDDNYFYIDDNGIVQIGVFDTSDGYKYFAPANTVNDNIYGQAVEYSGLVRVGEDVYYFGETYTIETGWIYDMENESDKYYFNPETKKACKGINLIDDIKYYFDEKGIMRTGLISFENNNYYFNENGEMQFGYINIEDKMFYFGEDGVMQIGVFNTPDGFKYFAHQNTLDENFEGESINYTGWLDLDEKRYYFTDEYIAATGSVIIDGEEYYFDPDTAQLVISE
Yp Topo-I inh: Yersinia pestis topoisomerase I inhibitors, primary screen, biochemical, cleavage product accumulation, plate reader, single point; Y. pestis Topo-I cleavage product accumulation; activity, % at 10 µM; 360,000 compounds, 0.064% hits; in the data active = activity above about 50%, passing the limit was not always enough; inconclusive = no clear call, values can overlap the other calls; also: inactives centre near 2
CCHFV vOTU inh: CCHFV vOTU protease inhibitors, primary screen, biochemical, Pep-AMC substrate, fluorescence. Crimean-Congo hemorrhagic fever virus L polyprotein viral ovarian tumor (vOTU) protease …. inhibition, % at 11.5 µM. 370,000 compounds, 0.55% hits; in the data active = inhibition above about 30%; also: 0% = vehicle wells with enzyme and 100% = no enzyme wells
BoNT A protease: BoNT/A light chain protease inhibitors, primary screen, biochemical, flow cytometry, MLPCN library; inhibition, % at 10 µM; 360,000 compounds, 0.17% hits; Botulinum neurotoxin type A light chain protease (Clostridium botulinum A str. ATCC 3502); multiplex microsphere protease substrate cleavage; also: plate controls were buffer without enzyme for full effect and enzyme alone for no effect
PrPC surface inh: inhibitors of human cell surface prion protein PrPC, primary screen, cell-based, TR-FRET. Major prion protein (Homo sapiens), P04156. TR-FRET read-out. inhibition, % at 13.8 µM. 370,000 compounds, 0.43% hits. AID 720596, 2013; in the data active = inhibition above about 24%; also: 0% = median of the test wells and 100% = reference compound wells
PfHsp40 rescue: rescue of yeast from PfHsp40 toxicity, primary screen, S. cerevisiae, ATP luminescence. S. cerevisiae expressing PfHsp40, growth rescue. growth rescue, % at 12.5 µM. 340,000 compounds, 0.68% hits. AID 504582, 2011; in the data active = growth rescue above about 28%, passing the limit was not always enough; inconclusive = no clear call, values can overlap the other calls;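 also: yeast W303a lacking pdr1 and pdr3 grown in galactose medium; growth measured after three days at 30 °C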
An asterisk follows results filed as active; u = inconclusive; x = not tested or not shown. Rule as the data show it, unless noted: active = inhibition above about 30%; inconclusive = no clear call, values can overlap the other calls; inactive = below that.

SMILES	BoNT-F LC inh	Anthrax LF prot	FadD28 FP inh	TcdB GH inh	Yp Topo-I inh	CCHFV vOTU inh	BoNT A protease	PrPC surface inh	PfHsp40 rescue
CN1CCN([C@H]2CS(=O)(=O)N[C@@H]2COCc2ccccc2)CC1	0	-2	-3.8	-0.4	x	12	0.1	-5	x
COC(=O)c1ccc(NC(=O)CSc2nn3c(=O)c(C)nnc3s2)cc1	16	2	-3.6	0.7	0	23	3.3	-11	-1.3
O=C(c1ccc(-n2cnnn2)cc1)N1CCOCC1	0	1	-1.1	x	1	7	-0.7	-2	-0.1
C/C(=N/NC(=O)CC(=O)N/N=C(\C)c1ccc([N+](=O)[O-])cc1)c1ccc([N+](=O)[O-])cc1	u	-7	-1.1	-0.6	-6	3	1.5	-7	-0.4
CC(=O)NC(Cc1ccccc1C)C(=O)NC1CCN(c2nnnn2-c2ccccc2)CC1 (stereo not given)	2	-4	-3.8	-0.1	9	-1	0.8	6	-0.6
CC1(c2nnnn2-c2ccc3c(c2)OCCO3)CCC(=O)N1C1CCN(Cc2ccccc2)CC1 (stereo not given)	-4	-1	x	-1.2	x	-2	0.4	-7	x
Cc1ccc(S(=O)(=O)N2CCN(c3ccccc3)CC2)cc1C(N)=O	-1	3	-1.0	1.7	2	-3	0.4	4	-0.3
Cc1ccn2c(-c3n[nH]c(=S)n3C)c(C)nc2c1	-4	2	-0.5	x	1	0	-0.5	14	-0.6
CC(C)C1C(C#N)=C(N)Oc2n[nH]c(-c3cccs3)c21 (stereo not given)	8	2	-15	x	-1	-11	-0.2	-1	1.2
CC(=O)c1nc(N2C(=O)CC(Cc3ccc(C)cc3)C2=O)sc1C (stereo not given)	-4	-3	-0.7	0.5	-5	5	0.3	7	0.6
O=C(CCCc1nc2ccccc2s1)NC(c1ccccc1)c1ccccc1	-1	-2	0.2	x	17	10	-0.2	3	-0.2
S=C(Nc1ccc(Cl)cc1)c1nc2ccccc2s1	-11	0	-2.2	x	-1	6	0.1	4	-0.8
CN(C)/C=C/C(=O)c1ccc(S(=O)c2ccccc2)cc1 (stereo not given)	-4	-12	0.0	-0.1	-4	7	0.0	-8	0.5
COc1ccccc1NC(=O)c1ccc2c(c1)nnn2C	3	-9	-1.0	1.3	0	-3	0.5	3	-1.5
COc1ccc(C(=O)NCCC2=CCCCC2)cc1OC1CCN(C(C)C)CC1	2	-3	-2.4	0.4	0	10	-0.6	-9	0.2
OCCC1CN(Cc2ccsc2)CCN1C1CCCC1 (stereo not given)	1	-4	-0.5	0.6	-7	-10	-0.9	5	-0.6
NS(=O)(=O)c1ccccc1NC(=O)c1c(O)c2ccccc2[nH]c1=O	-4	-2	-3.3	2.1	-5	7	-3.4	8	-0.3
Cc1cccc(-c2nc3ccccc3c(=O)n2NC(=O)c2cccs2)c1	1	-3	1.0	-3.2	6	-9	0.4	-2	-0.8
CCOc1cc(/C=C2\COc3ccccc3C2=O)cc(Br)c1OCC(=O)N(C)C	-11	-1	-2.4	1.6	7	6	-3.0	-10	-0.2
Cn1cc(/C=C2\SC(=S)N(N3CCOCC3)C2=O)c2ccccc21	u	-18	-0.9	0.3	12	-21	u	-2	0.6
COc1cccc(N2C(=O)NC(=O)/C(=C/c3ccc([N+](=O)[O-])s3)C2=O)c1	x	x	18*	0.2	-9	3	x	4	-0.5
COc1cc(OC)c(C(=O)N2CCN(c3ccccn3)CC2)cc1OC	-21	8	-2.7	1.1	2	-6	0.4	5	0.6
COc1ccc(N2C(=O)NC(=O)/C(=C\c3cn(C)c4ccccc34)C2=O)cc1	14	-2	1.7	-1.7	1	x	2.2	x	0.5
O=C(c1ccc(C(F)(F)F)cc1)C1CCCN(C(=O)CN2CCCC2=O)C1 (stereo not given)	-6	-13	-0.4	-0.1	9	11	0.6	9	-0.2
COc1ccc(N(CC(=O)NCCSCc2ccccc2C)S(=O)(=O)c2ccccc2)cc1	9	0	-3.5	2.5	37	4	4.6	-3	3.8
Cc1nc(NC(=O)C23CCC(C)(C(=O)O2)C3(C)C)sc1C (stereo not given)	-12	-7	-2.5	x	-13	4	-1.2	-3	-0.7
CSc1nc(C)cc(OCCNS(=O)(=O)c2cc(C)ccc2C)n1	0	-3	-7.1	x	16	7	0.6	3	0.9
COc1cc2c(cc1OC)CN(C(=O)CCNS(=O)(=O)c1ccccc1F)CC2	-6	-2	-2.2	0.0	-5	6	-3.6	-1	-0.1
O=C(Nc1ccc(Cl)c(Cl)c1)OCCNC(=O)c1ccncc1	-13	1	-2.6	2.3	-5	1	-0.3	6	0.6
O=C1CSC(c2cccc([N+](=O)[O-])c2)N1c1ccccc1F (stereo not given)	8	-1	-2.3	0.3	-8	0	1.3	-13	0.8

Reprinted at random: 4 records from the list, in no set order.
SMILES	BoNT-F LC inh	Anthrax LF prot	FadD28 FP inh	TcdB GH inh	Yp Topo-I inh	CCHFV vOTU inh	BoNT A protease	PrPC surface inh	PfHsp40 rescue
COc1cc(OC)c(C(=O)N2CCN(c3ccccn3)CC2)cc1OC	-21	8	-2.7	1.1	2	-6	0.4	5	0.6
CSc1nc(C)cc(OCCNS(=O)(=O)c2cc(C)ccc2C)n1	0	-3	-7.1	x	16	7	0.6	3	0.9
O=C(Nc1ccc(Cl)c(Cl)c1)OCCNC(=O)c1ccncc1	-13	1	-2.6	2.3	-5	1	-0.3	6	0.6
COc1ccc(N(CC(=O)NCCSCc2ccccc2C)S(=O)(=O)c2ccccc2)cc1	9	0	-3.5	2.5	37	4	4.6	-3	3.8

The list continues.
SMILES	BoNT-F LC inh	Anthrax LF prot	FadD28 FP inh	TcdB GH inh	Yp Topo-I inh	CCHFV vOTU inh	BoNT A protease	PrPC surface inh	PfHsp40 rescue
COc1ccc(C(C)(C)C)cc1NC(=O)CCN1C(=O)C2CCCCC2C1=O (stereo not given)	2	-6	x	0.9	16	2	-0.4	-2	0.0
Nc1nc2nccc(-c3ccccn3)n2n1	11	-8	0.4	-0.7	13	-18	1.1	-2	-1.7
Cc1ccc(C(C)C)c(OCC(O)CN2CC(C)OC(C)C2)c1 (stereo not given)	u	4	-2.3	x	25	7	1.3	4	0.2
Cc1cccc(C(=O)NCCC(=O)N2CCc3ccccc3C2)c1	-4	-5	-0.7	-1.7	4	1	-0.3	1	0.0
COC(=O)c1ccc2nc(-c3ccc(OC)c(OC)c3)c(Cc3ccc(OC)cc3C)n2c1	0	6	-4.0	-0.3	x	17	8.0	-8	x
O=C(c1cccs1)N1CCN(c2ccc(F)cc2)CC1	-4	-2	-3.9	x	3	3	-0.4	0	-0.7
CC(CN1CCOCC1)OC(=O)c1ccc(C(C)(C)C)cc1 (stereo not given)	13	-15	-3.6	1.4	4	4	-1.6	6	-0.4
S=C(Nc1ccc(Br)cc1)Nc1ccc2c(c1)OCCO2	3	0	-4.8	0.8	-8	10	2.0	10	0.4
COc1ccc(N2C(=O)NC(NS(=O)(=O)c3ccc(NC(C)=O)cc3)(C(F)(F)F)C2=O)cc1 (stereo not given)	7	0	-3.8	-3.2	2	3	1.8	1	0.0
CN(CC(=O)N(C)CC(=O)Nc1c(Cl)cccc1Cl)Cc1ccc(Br)s1	4	-4	0.0	1.4	14	3	-0.4	5	0.2
Cc1ccc(NS(=O)(=O)c2cc(C(=O)Nc3cccnc3)ccc2C)cc1	11	2	-4.0	0.3	4	-1	0.8	-1	-1.4
O=C(NCCCn1ccnc1)c1cc(C(=O)C2CC2)c[nH]1	-4	-20	-2.4	x	2	-3	-0.3	7	7.5
CCCNS(=O)(=O)c1ccc(OCC(=O)N2CCN(Cc3ccc4c(c3)OCO4)CC2)cc1	-12	2	0.9	x	27	-2	-1.3	6	-0.6
O=C(c1cc2ccccc2oc1=O)N1CCC2(CC1)OCCO2	-4	0	-2.8	x	-8	1	0.6	-13	-0.2
O=C(Nc1nc(-c2ccccn2)cs1)c1ccc(Cl)s1	-15	-11	-8.7	0.7	0	-3	-1.2	15	-1.2
Cc1cc(-c2ccccc2)nc(Cl)c1C#N	-2	0	-0.6	-0.2	6	1	0.2	1	1.3
O=C(c1ccc(Cl)cc1)N1N=C(c2ccccn2)CC1(O)C(F)(F)F (stereo not given)	u	-7	-1.2	0.9	-3	7	u	6	1.8
O=C(Nc1nccs1)C1CC(=O)N(Cc2ccco2)C1 (stereo not given)	-4	-5	-1.2	0.0	-1	-11	-0.3	2	-0.6
O=C(CSc1nc2ccccc2[nH]1)Nc1cc(C(F)(F)F)ccc1N1CCOCC1	-1	-9	-2.7	x	3	1	-0.1	8	1.3
CCOc1ccc(OCC)c(-c2c(=O)n(OCc3ccccc3Br)c3ccccc3[n+]2[O-])c1	-3	1	0.0	x	30	9	-0.4	-4	-0.8
Cc1cc(NC(=O)NC(=O)c2ccccc2NC(=O)CN)ccc1Oc1ncc(Br)cn1	-6	-7	0.0	-0.9	-1	2	0.4	2	0.2
CSc1nc(-c2ccc(C)cc2)nc(N)c1C#N	4	-6	-1.4	-0.4	5	-3	0.7	0	0.0
O=CNCCCc1nc2ccccc2n1Cc1cccc2ccccc12	2	-16	-4.0	x	13	-15	u	6	2.3
Cc1ccccc1NC(=O)COC(=O)c1c(C)nn(-c2ccccc2)c1C	3	-7	1.3	-3.0	6	-1	-0.2	-1	x
CC(=O)NC1C(=O)Nc2c(C)cc(C)cc21 (stereo not given)	-11	3	1.9	x	4	-4	0.5	-3	0.1
CCc1sc(C(=O)Nc2ccccc2N2CCOCC2)cc1C	-8	-5	-0.2	1.5	-1	11	-0.5	0	107*
CCC(C)NCCCCOc1ccc(Cl)cc1C (stereo not given)	-1	0	-3.1	x	-5	-11	-0.3	7	-1.5
O=C(Nc1ccon1)Nc1ccccc1C(F)(F)F	12	0	-0.6	-0.2	-2	-2	5.5	4	0.5
Cc1ccc(/C=C/C(=O)Nc2sc3c(c2C#N)CCCC3)o1	0	0	-2.1	-0.6	-1	6	0.9	-3	-1.5
CC(=O)Nc1ccc(C(=O)OCCc2ccccc2)cc1	4	0	1.5	0.8	-13	-14	-1.1	2	0.0
NS(=O)(=O)c1ccc(NC(=O)CSc2nc3ccccc3n2-c2ccccc2)cc1	-6	1	-5.1	x	21	-12	0.3	13	-0.3
CC1CCN(C(=O)CCCOc2ccc(Cl)cc2)CC1	13	3	-1.2	x	36	3	-0.4	4	-1.4
Clc1ccc(-n2c(SCc3nc4ccccc4[nH]3)nnc2-c2ccncc2)cc1	4	1	-1.1	x	-1	0	3.8	-6	1.9
COc1ccc(NC(=O)N2CCCC2C(=O)NCCc2ccccc2)cc1 (stereo not given)	21	-17	-0.6	0.1	0	1	1.7	-4	-1.6
NS(=O)(=O)c1ccc(N/N=C/c2ccc[nH]2)c([N+](=O)[O-])c1	-10	0	-1.5	0.1	-24	23	-2.4	-53	0.0
CC1CCCC(NC(=O)CCS(=O)(=O)c2cc3c(cc2Cl)NC(=O)CO3)C1C (stereo not given)	6	2	-3.9	1.4	3	11	1.0	-8	0.0
NC(=S)c1c(Cl)cc(C(F)(F)F)cc1Cl	u	6	-0.3	-0.3	6	1	1.2	6	-1.4
Cn1c(=O)n(C)c2cc(S(=O)(=O)N3CCN(c4ccccc4)CC3)ccc21	5	-1	-1.4	1.6	-5	14	0.0	-2	0.6
CCOc1c(C)cc(S(=O)(=O)NCc2ccccn2)c(C)c1C	u	5	-2.4	0.1	-2	-11	-0.2	7	0.8
CCCCn1c(N)c(N(CC)C(=O)c2ccc(Cl)c([N+](=O)[O-])c2)c(=O)[nH]c1=O	0	-15	-1.5	-0.8	3	5	-3.8	-8	-1.2
CCOC(=O)c1c(C)nc2sc3c(c2c1-c1ccc(OC)cc1)NC(c1ccc(OC)cc1)NC3=O (stereo not given)	1	0	-0.6	x	3	3	0.5	1	1.1
